RECQ1 inh: qHTS Assay for Inhibitors of RecQ-Like Dna Helicase 1 (RECQ1) | ATP-dependent DNA helicase Q1 (Homo sapiens), P46063 | RECQ1 DNA unwinding, red fluorescence kinetic read | Potency, µM (top dose mostly 57.3 µM), for inactives: at the highest dose activity, negative = inhibition, usual class: inhibitors | hit rate 0.54% among 240,000 | AID 2549, 2010;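 note: plate controls were vehicle for no effect and no enzyme for full effect; nearly all actives have a fitted effect of over 30% in size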
Target sequence (P46063 whole entry, looked up): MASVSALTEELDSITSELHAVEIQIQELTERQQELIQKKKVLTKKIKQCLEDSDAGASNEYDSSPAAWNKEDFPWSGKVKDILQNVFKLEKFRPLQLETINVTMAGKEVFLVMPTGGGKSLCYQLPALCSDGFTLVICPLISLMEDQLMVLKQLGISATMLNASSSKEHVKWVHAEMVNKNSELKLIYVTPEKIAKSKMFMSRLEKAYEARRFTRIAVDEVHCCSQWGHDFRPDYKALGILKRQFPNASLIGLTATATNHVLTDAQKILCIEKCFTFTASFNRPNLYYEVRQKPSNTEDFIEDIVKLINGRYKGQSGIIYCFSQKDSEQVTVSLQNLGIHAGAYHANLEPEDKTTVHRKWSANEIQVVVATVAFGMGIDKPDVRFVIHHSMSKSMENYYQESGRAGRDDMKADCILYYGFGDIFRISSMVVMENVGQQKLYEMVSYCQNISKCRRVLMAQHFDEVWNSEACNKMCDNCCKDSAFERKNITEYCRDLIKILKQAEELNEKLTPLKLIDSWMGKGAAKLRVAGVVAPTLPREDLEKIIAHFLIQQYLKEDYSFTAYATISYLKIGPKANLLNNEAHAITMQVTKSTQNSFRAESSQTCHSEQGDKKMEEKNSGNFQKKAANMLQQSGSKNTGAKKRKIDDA
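50 nM RECQ1T1 preincubated 15 min with compound in Tris pH 8.0 buffer with MgCl2, DTT, Tween-20 and 2.5 ug/ml poly(dI-dC); started with 200 nM TAMRA/BHQ-2 forked duplex and 2 mM ATP. Unwinding read as fluorescence (525/598 nm), two reads 2 h apart.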
LMNA splice mod: qHTS Assay for Modulators of Lamin A Splicing; HeLa LMNA splicing GFP/RFP minigene ratio, 48 h; hit rate 0.01% among 200,000; Potency, µM (highest dose often 46.1 µM), inactives show at the highest dose ratio change, negative = inhibition, usual class: inhibitors; active = well fitted inhibition curve with a large enough effect in the signal ratio, with a control signal flat, not every such curve was filed as active; inconclusive = small, poorly fitted or top-dose-only effect, or effect the other way, or a change in a side signal; the % refers to the signal ratio; note: % is set by controls: 0 for no effect and ±100 for the full control effect
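S3 HeLa cells stably expressing lamin A-EGFP splicing minigene plus DsRed2, 600 cells/well, 48 h compound exposure at 37C. Laser-scanning cytometry; analysed as GFP (500-530 nm)/RFP (575-640 nm) total intensity ratio; 0.5% DMSO vehicle.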
Tau fibril ThT: qHTS for Inhibitors of Tau Fibril Formation, Thioflavin T Binding; Microtubule-associated protein tau (Homo sapiens), P10636; recombinant tau K18 P301L (four-repeat tau fragment), heparin-induced fibrillization, ThT fluorescence; Potency, µM (highest dose often 57.4 µM), without a hit: at the highest dose activity, negative = inhibition, actives largely listed as inhibitors; hit rate 2.1% among 270,000; note: % is set by controls: 0 for no effect and ±100 for the full control effect; nearly all actives have a fitted effect of over 55% in size
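Heparin-induced (20 uM) aggregation of recombinant human K18 P301L tau, 15 uM unlabeled with 0.24 uM labeled, pH 7 acetate buffer, 6 hr at 37 C with compound. Fibrils quantified by 30 uM ThT fluorescence after 1 hr ambient incubation.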
KinaseGlo FLuc: Counterscreen for Luciferase (Kinase-Glo TM) Inhibition. Luciferin 4-monooxygenase (Photuris pensylvanica), Q27757. Kinase-Glo luciferase, ATP luminescence, 8 min. Potency, µM (top dose mostly 38.3 µM), for the others: at the highest dose activity change, negative = inhibition, actives largely listed as inhibitors. hit rate 0.28% among 200,000. AID 1379, 2008; note: % is set by controls: 0 for no effect and ±100 for the full control effect; nearly all actives have a fitted effect of over 60% in size
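Inhibition of Kinase-Glo luciferase light generation was assessed at 10 uM ATP in pH 7.2 imidazole buffer, with luminescence measured after eight minutes at ambient temperature.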
KDM4E inh: qHTS Assay for Inhibitors of Human Jumonji Domain Containing 2E (JMJD2E); Potency, µM (top dose mostly 57.1 µM), inactives show at the highest dose activity change, negative = inhibition, most hits filed as inhibitors; AID 2147, 2009; Lysine-specific demethylase 4E (Homo sapiens), B2RXH2; JMJD2E catalytic domain, FDH-coupled NADH fluorescence (FDH is formaldehyde dehydrogenase); hit rate 1.6% among 230,000; active = well fitted inhibition curve with a large enough effect, not every such curve was filed as active; inconclusive = small, poorly fitted or top-dose-only effect, or another doubt; inactive = no such curve, though single readings can be large or run the other way;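 note: 0% = wells with enzyme and -100% = buffer wells without enzyme; nearly all actives have a fitted effect of over 50% in size; many of its hits are not listed in these tables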
Target sequence (B2RXH2 1-337 limits assumed): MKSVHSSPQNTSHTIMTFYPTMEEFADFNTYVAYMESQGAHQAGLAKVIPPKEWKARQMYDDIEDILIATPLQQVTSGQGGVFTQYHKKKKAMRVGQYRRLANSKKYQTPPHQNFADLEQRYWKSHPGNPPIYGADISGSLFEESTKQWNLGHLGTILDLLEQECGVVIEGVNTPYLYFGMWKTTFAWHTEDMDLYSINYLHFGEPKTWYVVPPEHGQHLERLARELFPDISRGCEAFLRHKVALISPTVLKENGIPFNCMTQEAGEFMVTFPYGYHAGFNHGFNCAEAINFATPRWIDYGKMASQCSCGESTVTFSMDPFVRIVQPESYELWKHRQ
L3MBTL1 inh: qHTS Assay for the Inhibitors of L3MBTL1; hit rate 0.66% among 230,000; AID 485360, 2010; Potency, µM (highest dose often 57.1 µM), for inactives: at the highest dose activity, negative = inhibition, usual class: inhibitors; AlphaScreen L3MBTL1–H3K9me1 peptide binding; note: % is set by controls: 0 for no effect and ±100 for the full control effect; nearly all actives have a fitted effect of over 60% in size
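AlphaScreen assay: L3MBTL1 (50 nM final) was preincubated 30 min at room temperature with biotinylated H3(1-15)K9me1 peptide (75 nM final), then 30 min with library compounds; streptavidin donor and nickel chelate acceptor beads (10 ug/mL final) added, 30 min dark.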
SMN2 splice enh: qHTS Assay for Enhancers of SMN2 Splice Variant Expression. hit rate 2.8% among 210,000. AID 1458, 2008. Potency, µM (series often up to 46.1 µM), without a hit: at the highest dose activity change, positive = activation, hits mostly activators. HEK293 SMN2-luciferase splicing reporter, luminescence, 30-36 h; note: % of control where 0% means no effect; nearly all actives have a fitted effect of over 55% in size
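qHTS luciferase splicing reporter: luminescence rises when SMN2 exon 7 is included in transfected HEK293 cells. Compound exposure lasted 30-36 h at 37C, with 4.5 mM final sodium butyrate as control, followed by a ONE-Glo read.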
ALDH1A1 block: qHTS Assay for Inhibitors of Aldehyde Dehydrogenase 1 (ALDH1A1); Purified ALDH1A1, NADH fluorescence, propionaldehyde substrate; Potency, µM (series often up to 75.3 µM), for the others: at the top dose activity, negative = inhibition, most hits filed as inhibitors; hit rate 7.3% among 220,000; AID 1030, 2008; active = well fitted inhibition curve with a large enough effect, not every such curve was filed as active; inconclusive = small, poorly fitted or top-dose-only effect, or another doubt; inactive = no such curve, though single readings can be large or run the other way;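 note: plate controls were no enzyme wells and a reference inhibitor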
The depositor's hits bear a star; i = inactive; ? = inconclusive; / = no result given; [ ] = another dose, or the depositor's remark. Unless noted, calls come from the whole dose curve; as a rule, active = well fitted curve in the direction sought with a large enough effect; inconclusive = small, poorly fitted or top-dose-only effect, or another doubt; inactive = no such curve, though single readings can be large; an effect the other way counts as inactive or inconclusive. Potency is the fitted concentration of half-maximal effect. An excerpt; the hit share may differ from the screen's.

no.	Structure	RECQ1 inh	LMNA splice mod	Tau fibril ThT	KinaseGlo FLuc
1	C=CCC1(Cl)C(=O)C(Cl)=C(N2CCOCC2)C1(OC)OC (stereo not given)	2%	?	-8%	/
2	Cn1c(CNC(=O)c2ccc(Cl)c(Cl)c2)nnc1SCC(=O)Nc1sc2c(c1C#N)CCCC2	i	11%	11%	1%
3	O=C(Nc1ccc2c(c1)OCCO2)C1CCN(S(=O)(=O)Cc2ccccc2)CC1	-5%	17%	?	-3%
4	FCCCOc1ccc(-c2nccc(-c3ccc(F)cc3)n2)cc1	-6%	-5%	-22%	1%
5	COc1ccc(OCCNC2CCCC2)cc1	-2%	8%	-2%	-2%
6	CCCn1c(=O)c2c(C(=O)OCC)cc(-c3ccco3)nc2n(CCC)c1=O	-10%	7%	-3%	18%
7	CCC1CCCCN1S(=O)(=O)c1ccc(NC(=O)CSc2ncccc2C(=O)O)cc1 (stereo not given)	-2%	-4%	-7%	2%
8	CC1Cc2ccccc2N1Cc1nc2cc(C(F)(F)F)ccc2c(=O)[nH]1 (stereo not given)	-1%	?	?	-2%
9	O=C(NCc1ccco1)C(=O)N1CCCC1	0%	/	-4%	0%
10	O=S(Cc1cc(Oc2ccccc2)nc(-c2ccccc2)n1)c1ccccc1 (stereo not given)	-9%	16%	-14%	-1%
11	Cn1c(NC(=O)/C=C/c2ccco2)cc(=O)n(C)c1=O	-16%	-7%	?	-9%
12	CC1=CC(=O)C=C(C)C1=NOc1ccc([N+](=O)[O-])cc1	-2%	?	?	2%
13	CCOc1ccc(NS(=O)(=O)c2ccc(NS(=O)(=O)c3ccc(SC)cc3)cc2)cc1	i	-17%	12%	18%
14	CCOC(=O)C1CCN(C(=O)c2cn(C)c(=O)c3cc(OC)c(OC)cc23)CC1	0%	-3%	-4%	-1%
15	COc1ccccc1/C=N/NC(=O)C(=O)N1CCN(c2ccccc2OC)CC1	2%	6%	0%	0%

no.	KDM4E inh	L3MBTL1 inh	SMN2 splice enh	ALDH1A1 block
1	?	/	/	/
2	2%	/	-44%	-17%
3	9%	0%	-14%	-2%
4	-6%	56%[activator]	5%	-4%
5	?	5%	-1%	-5%
6	?	/	-36%[inhibitor]	?
7	3%	-4%	-8%	?
8	1%	-9%	-59%[inhibitor]	?
9	1%	3%	/	13%
10	-4%	-4%	-28%	-2%
11	?	-2%	-3%	?
12	4%	-23%	0%	4%
13	0%	/	13%	?
14	?	6%	2%	?
15	4%	-2%	2%	-4%

Further results follow:
no.	Structure	RECQ1 inh	LMNA splice mod	Tau fibril ThT	KinaseGlo FLuc
16	Cc1cccc2cc(/C=N/NC(=O)CN3CCCCC3)c(Cl)nc12	-2%	/	2%	2%
17	O=C(CSc1ncccn1)N/N=C/c1cccc([N+](=O)[O-])c1	-15%	-3%	-15%	2%
18	CN(C)c1nc(SCC(=O)Nc2ccccc2)nc(N2CCOCC2)n1	-7%	-18%[9.22 µM]	-5%	2%
19	Cc1oc(C(C)(C)C)cc1C(=O)NC1CCN(Cc2ccccc2)CC1	-8%	-4%[46 µM]	-11%	/
20	COc1ccc(C)cc1NC(=O)Nn1cnnc1	i	2%	-13%	0%
21	COc1ccccc1NC(=O)COc1ccc(C(=O)OCC(=O)NC(C)(C)C)cc1OC	-9%	-10%[46 µM]	-6%	2%
22	COc1ccc(N=Cc2c(O)c3ccccc3oc2=O)cc1	-8%	-24%	?	?
23	CN(C)/C=C/C(=O)/C=C/c1ccc(Cl)cc1	6%	?	?	-14%
24	O=C(CSc1nc2ccc(NC(=O)CSc3nnnn3-c3ccccc3)cc2s1)Nc1ccccc1	7%	-14%	-1%	-1%
25	Cc1ccc(CNc2ccc(S(=O)(=O)N3CCOCC3)cc2[N+](=O)[O-])cc1	-3%	?	-16%	1%
26	Cc1nc2c(Br)c3nc(C(F)(F)F)[nH]c3c(Br)c2[nH]1	-5%	5%	?	-3%
27	Cc1c(C(=O)Nc2nnc(SCc3ccccc3Cl)s2)cccc1[N+](=O)[O-]	i	5%	15%	-6%
28	O=c1[nH]c(/C=C/c2ccc(OC(F)F)cc2)nc2c1cnn2-c1ccccc1	i	?	13%	4%
29	Cc1cc[n+](CC(=O)Nc2cc(C(F)(F)F)ccc2Cl)cc1	0%	2%	4%	-3%
30	CCn1ncc(Br)c1C(=O)Nc1nccs1	-3%	-12%	-15%	2%

no.	KDM4E inh	L3MBTL1 inh	SMN2 splice enh	ALDH1A1 block
16	2%	/	-43%[inhibitor]	-5%
17	4%	-1%	-1%	-5%
18	-8%	?	-5%	25µM*
19	10%	-9%	/	5%
20	-5%	/	17%	2%
21	0%	41%[activator]	1%	4%
22	-11%	7%	9%	-3%
23	-8%	-3%	13µM*	?
24	-2%	-16%	-29%	?
25	-1%	-16%	-20%	0%
26	-10%	-13%	28%	-6%
27	3%	4%	-13%	-3%
28	?	-1%	14%	?
29	-3%	5%	-2%	2%
30	-3%	-6%	3%	-14%

One compound at a time (already shown). Values in the order: RECQ1 inh	LMNA splice mod	Tau fibril ThT	KinaseGlo FLuc	KDM4E inh	L3MBTL1 inh	SMN2 splice enh	ALDH1A1 block
Shown for Cc1cccc2cc(/C=N/NC(=O)CN3CCCCC3)c(Cl)nc12 = -2%	/	2%	2%	2%	/	-43%[inhibitor]	-5%
Shown for O=C(CSc1nc2ccc(NC(=O)CSc3nnnn3-c3ccccc3)cc2s1)Nc1ccccc1 = 7%	-14%	-1%	-1%	-2%	-16%	-29%	?
Shown for CN(C)/C=C/C(=O)/C=C/c1ccc(Cl)cc1 = 6%	?	?	-14%	-8%	-3%	13µM*	?

(more compounds)
no.	Structure	RECQ1 inh	LMNA splice mod	Tau fibril ThT	KinaseGlo FLuc
31	CCOC(=O)c1cnn(Cc2ccccc2)c1N	i	-10%	-2%	-3%
32	Oc1ccccc1CNc1ccc(OC(F)(F)F)cc1	-15%	/	-7%	1%
33	O=C(Cc1cccc2ccccc12)N1CC[C@@]2(O)CCCC[C@H]2C1	1%	18%[46 µM]	-6%	/
34	OC(c1ccccc1)c1nccn1Cc1ccccc1 (stereo not given)	-10%	20%	-6%	-2%
35	COc1cc(C(=O)NC(=S)NCc2ccco2)cc(OC)c1OC	-4%	?	-4%	4%
36	O=C(O)c1cccc(Cn2cc(Br)cn2)c1	-3%	6%	0%	/
37	CC1=NNC(=O)C1CC(=O)N/N=C(\C)c1ccco1 (stereo not given)	-6%	4%[46 µM]	8%	0%
38	Cc1ccc(NC2=Nc3ccccc3CS2)cc1	-2%	?	-17%	/
39	Fc1ccc(-c2[nH]ncc2CN2CCN(c3ccc(F)cc3)CC2)cc1	3%	/	-17%	/
40	CC(C)(C)NC(=O)C1CCN(C(=O)c2ccc(-c3ccccc3)cc2)CC1	-15%	?	-7%	5%
41	COc1cccc(C2CC(C(F)(F)F)n3ncc(C(=O)NC(C)(C)C)c3N2)c1 (stereo not given)	-6%	3%	-8%	8%
42	CCOc1ccccc1NC(=O)CN1C(=O)COc2ccc(Cl)cc21	-1%	-2%	-4%	6%
43	CC(Sc1nnc(C(F)(F)F)n1C)C(=O)NC(N)=O (stereo not given)	?	8%	-14%	2%
44	O=C(NN1C(=O)c2ccccc2NC1c1ccccn1)c1ccccc1 (stereo not given)	-4%	?	2%	6%
45	COCC(=O)Nc1ccccc1Br	2%	-3%	-3%	-2%

no.	KDM4E inh	L3MBTL1 inh	SMN2 splice enh	ALDH1A1 block
31	8%	5%	-4%	0%
32	-9%	5%	/	12%
33	-2%	/	/	/
34	-4%	/	-8%	-1%
35	-6%	-5%	0%	5µM*
36	2%	6%	/	4%
37	-2%	4%	11%	-2%
38	7%	2%	/	14%
39	-5%	-22%	/	1%
40	-7%	/	-3%	12%
41	6%	-1%	5%	1%
42	-2%	/	-11%	11%
43	13%	1%	-8%	14%
44	-3%	-5%	31%	?
45	-3%	-6%	10%	1%

The list goes on:
no.	Structure	RECQ1 inh	LMNA splice mod	Tau fibril ThT	KinaseGlo FLuc
46	Cn1nnc(NC(=O)c2ccc3ccccc3c2)n1	-5%	4%	-9%	-1%
47	O=C(Nc1ccc2c(c1)OCO2)c1cnn2cccnc12	2%	0%	?	-20%
48	CCOC(=O)c1c(-n2cnnn2)sc2c1CCCC2	1%	/	-16%	/
49	Cc1ccc(OCC(=O)N/N=C2/SCC(=O)N2Cc2ccco2)cc1	-15%	?	-5%	1%
50	Cc1ccc(S(=O)(=O)N(C(=O)c2ccncc2)c2ccc(OC(=O)c3ccncc3)c3ccccc23)cc1	5%	?	25µM*	-2%
51	Nc1cc2sc(-c3ccc(C(=O)O)cc3)nc2cc1Cl	-6%	2%	?	?
52	CC(NC(=O)C(=O)NN=C1CCCC1)c1ccccc1 (stereo not given)	-1%	?	-7%	-1%
53	Cc1ccc(C(=O)NN2C(=O)CSC2=S)cc1	-13%	-9%	?	3%
54	COc1ccccc1OCC(=O)NNC(=O)c1ccoc1C	-14%	?	-4%	6%

no.	KDM4E inh	L3MBTL1 inh	SMN2 splice enh	ALDH1A1 block
46	472%	-26%	4%	7%
47	4%	/	11µM*	?
48	?	1%	/	/
49	8%	-18%	-8%	0%
50	16µM*	-20%	-14%	4µM*
51	?	12%	1.4µM*	?
52	117%[activator]	-2%	/	12%
53	-8%	-3%	1%	1%
54	-9%	-3%	3%	8%

Compound activity: PubChem BioAssay, National Center for Advancing Translational Sciences (NCATS)
